BoNT A protease: blocks Botulinum neurotoxin A light chain protease | multiplex microsphere protease substrate cleavage, flow cytometry | inhibition, % at 10 µM | 0.17% of 360,000 active; note: plate controls were buffer without enzyme for full effect and enzyme alone for no effect
CCHFV vOTU inh: blocks the CCHF virus ovarian tumor domain protease; CCHFV vOTU protease, Pep-AMC fluorescence; inhibition, % at 11.5 µM; 0.55% of 370,000 active; AID 651958; in the data active = inhibition above about 30%; note: 0% = vehicle wells with enzyme and 100% = no enzyme wells
Vc quorum ag: induces V. cholerae light production without autoinducers; V. cholerae BH1578 lux reporter, luminescence, 6 h; activation, % at 18.7 µM; 0.16% of 350,000 active; in the data active = activation mostly above about 9.7%, no sharp cut-off; note: not every result past the cut was called active; inactives centre near 0; reference of the scale not given here
3CLpro inhibitor: SARS-CoV 3CLpro protease inhibition. 0.14% of 290,000 active. inhibition, % at 6 µM. recombinant SARS-CoV 3CLpro, quenched FRET peptide cleavage. P0C6X7. AID 1706; in the data active = inhibition above about 12%
VHR inh abs: inhibitors of human VHR1 phosphatase (DUSP3). P51452. recombinant VHR phosphatase, pNPP absorbance. inhibition, % at 13.3 µM. 0.52% of 290,000 active. AID 1654; in the data active = inhibition above about 50%; note: some compounds called inactive have numbers as strong as hits
Target sequence (P51452 whole entry, looked up): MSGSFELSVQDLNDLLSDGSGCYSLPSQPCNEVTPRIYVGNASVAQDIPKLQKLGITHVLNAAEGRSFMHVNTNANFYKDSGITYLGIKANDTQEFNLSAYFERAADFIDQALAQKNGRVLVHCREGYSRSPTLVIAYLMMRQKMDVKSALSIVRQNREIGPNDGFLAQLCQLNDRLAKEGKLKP
Anthrax LF inh2: anthrax lethal factor protease inhibition; P15917; multiplex microsphere protease cleavage assay, LF; inhibition, % at 10 µM; 0.12% of 360,000 active; note: plate controls were buffer without enzyme for full effect and enzyme alone for no effect
Target sequence (P15917 whole entry, looked up): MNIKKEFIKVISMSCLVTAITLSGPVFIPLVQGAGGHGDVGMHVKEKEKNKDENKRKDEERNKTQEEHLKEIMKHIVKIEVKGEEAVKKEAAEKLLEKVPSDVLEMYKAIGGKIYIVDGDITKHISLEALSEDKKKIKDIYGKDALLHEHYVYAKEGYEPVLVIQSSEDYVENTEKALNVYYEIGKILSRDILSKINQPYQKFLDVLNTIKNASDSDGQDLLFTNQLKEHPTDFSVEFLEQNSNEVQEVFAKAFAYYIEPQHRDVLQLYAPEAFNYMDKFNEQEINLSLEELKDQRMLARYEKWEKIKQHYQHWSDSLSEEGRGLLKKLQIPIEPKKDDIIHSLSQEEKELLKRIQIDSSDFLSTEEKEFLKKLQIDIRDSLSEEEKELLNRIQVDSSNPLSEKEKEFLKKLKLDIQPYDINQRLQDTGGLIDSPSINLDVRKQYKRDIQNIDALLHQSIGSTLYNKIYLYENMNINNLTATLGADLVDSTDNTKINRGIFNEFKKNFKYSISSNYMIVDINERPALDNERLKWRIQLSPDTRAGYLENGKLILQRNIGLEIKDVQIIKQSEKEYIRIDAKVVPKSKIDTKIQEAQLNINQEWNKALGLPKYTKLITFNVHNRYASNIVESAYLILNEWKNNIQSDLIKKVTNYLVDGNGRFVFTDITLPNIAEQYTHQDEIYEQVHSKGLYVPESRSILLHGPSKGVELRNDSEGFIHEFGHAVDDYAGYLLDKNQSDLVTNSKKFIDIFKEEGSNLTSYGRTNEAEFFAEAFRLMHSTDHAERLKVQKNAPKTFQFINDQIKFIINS
TcdB GH inh: inhibitors of Clostridioides difficile toxin B glycohydrolase; 0.24% of 350,000 active; AID 652162; inhibition, % at 9.99 µM; P18177; TcdB glycohydrolase enzymatic assay, plate reader; in the data active = inhibition above about 10%
PfHsp40 yeast: rescue of PfHsp40-mediated yeast toxicity | S. cerevisiae expressing PfHsp40, growth rescue, ATP luminescence | growth rescue, % at 12.5 µM | 0.68% of 340,000 active; in the data active = growth rescue above about 28%, passing the limit was not always enough;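 note: yeast W303a lacking pdr1 and pdr3 grown in galactose medium; growth measured after three days at 30 °C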
PriA SSB inh: inhibitors of Klebsiella pneumoniae PriA binding to SSB C-terminal tail | AlphaScreen SSBct-PriA binding, biotinylated peptide | inhibition, % at 33 µM | 0.6% of 430,000 active | AID 1272365; in the data active = inhibition mostly above about 37%, no sharp cut-off; inactive = mostly below about 20%;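 note: plate controls were negative control peptide for no effect and reference peptide for full effect; strong numbers were not always called active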
Y pestis TopoI: blocks Yersinia pestis topoisomerase I activity. Y. pestis Topo-I cleavage product accumulation, plate reader. activity, % at 10 µM. 0.064% of 360,000 active. AID 504884; in the data active = activity above about 50%, passing the limit was not always enough; note: inactives centre near 2
Numbers without * were called inactive; i = inactive; x = not tested or not shown. Cut-off read from the data, not from the text of the source, unless noted: active = inhibition above about 30%; inconclusive = no clear call, values can overlap the other calls; inactive = below that.

Molecule | BoNT A protease | CCHFV vOTU inh | Vc quorum ag | 3CLpro inhibitor | VHR inh abs | Anthrax LF inh2 | TcdB GH inh | PfHsp40 yeast | PriA SSB inh | Y pestis TopoI
COc1ccc(OC)c(/C=N\NC(=O)c2cc3c(ccc4ccccc43)o2)c1 | 2.2 | 3 | -0.8 | 0 | 11 | -1 | -0.9 | -1.3 | x | -13
O=C1NCN(c2ccccc2)C12CCN(C(c1cccc3ccccc13)c1nnnn1C1CCCCC1)CC2 (stereo unspecified) | -0.6 | 9 | x | x | x | 3 | -1.7 | x | x | x
COc1ccccc1/C=C1\SC(=S)N(Nc2nc(C)cc(C)n2)C1=O | -4.3 | -1 | -0.2 | 1 | 28 | 0 | x | -0.1 | 0 | -1
CN(C)S(=O)(=O)c1ccc(C(=O)OCCc2ccccc2)cc1 | -1.0 | 15 | -0.2 | 1 | 5 | 15 | -2.4 | -1.7 | -11 | 19
c1ccc2n[nH]nc2c1 | -6.4 | 2 | -1.0 | x | x | 3 | 3.1 | 0.7 | -8 | -2
Cc1c(Cl)cccc1NC(=O)CCS(=O)(=O)c1cccc2nonc12 | 3.2 | 12 | -0.3 | -7 | 16 | 0 | 2.3 | -1.1 | -5 | 6
CCOC(=O)c1c[nH]n(-c2ccccc2)c1=O | -1.6 | -5 | i | 5 | -17 | 7 | 1.0 | -2.1 | 6 | 3
O=C1CCC(=O)N1CNc1ccccn1 | 1.0 | 9 | 0.5 | 0 | -20 | 2 | x | -0.1 | -3 | -2
Cn1c(-c2ccsc2)c(-c2cccs2)c2cc(-c3cccc4[nH]ccc34)ccc21 | -0.1 | 12 | -0.6 | x | x | -4 | -0.7 | -1.8 | 11 | -9
CCN(C(=O)COC(=O)Cc1c[nH]c2ccccc12)C1CCS(=O)(=O)C1 (stereo unspecified) | -1.6 | 7 | -0.2 | 2 | 18 | -2 | -6.2 | -0.1 | -2 | -11
COc1ccccc1N1CCN(CC(=O)N(CC(C)C)c2c(N)n(CC(C)C)c(=O)[nH]c2=O)CC1 | -1.5 | -9 | -0.2 | 7 | -2 | 1 | -1.5 | -0.5 | -6 | 1
CCCCn1nc(NC(=O)CCC)c2cc3cc(OC)ccc3nc21 | 3.4 | -18 | i | 2 | -2 | -20 | 1.8 | -0.2 | -14 | 11
CC(C)=CCN1CCN(Cc2ccc(C#CC(C)(C)O)s2)CC1CCO (stereo unspecified) | 0.5 | -1 | i | 5 | 25 | 1 | 0.6 | 1.6 | 3 | -7
c1ccc2c(C(c3nnnn3-c3ccc4c(c3)OCCO4)N3CCCCC3)ccnc2c1 (stereo unspecified) | 0.5 | 10 | x | x | x | -8 | 0.2 | x | x | x
Cn1cc(CN2CCC(CO)(CCCc3ccccc3)CC2)c(-c2ccccc2)n1 | -0.8 | 3 | -0.8 | 3 | -9 | -6 | 1.5 | 0.4 | 0 | 16
Cc1ccc(NS(=O)(=O)c2cccc(C(=O)NCC(c3ccco3)N3CCCC3)c2)cc1 (stereo unspecified) | 0.2 | 4 | i | x | x | 9 | 0.7 | 22 | 8 | -4
O=C(/C=C/c1ccc([N+](=O)[O-])cc1)OCC(=O)N1CCCC1 | 0.2 | 15 | i | x | x | 4 | 0.8 | -0.5 | 6 | -6
CC(C(=O)O)n1c2ccccc2c2cnn(C)c(=O)c21 (stereo unspecified) | 1.5 | -14 | i | 6 | 2 | -8 | -2.2 | -0.3 | -3 | -2
CC1(C)NC(=O)N(CCOCCOc2c(Cl)cc(Cl)cc2Cl)C1=O | -1.2 | -6 | x | -1 | 6 | -10 | x | -1.9 | -14 | 15
CCOC(=O)C1CCN(C(c2cc(OC)c(OC)c(OC)c2)c2sc3nc(C)nn3c2O)CC1 (stereo unspecified) | -0.4 | 2 | i | -1 | 9 | -6 | -0.6 | -0.8 | -5 | 2
COC(=O)c1ccc(C2C(C(=O)c3cc4ccccc4o3)=C(O)C(=O)N2CCN2CCOCC2)cc1 (stereo unspecified) | -0.2 | -3 | -0.4 | -4 | 10 | -2 | 3.6 | -0.2 | -4 | 3
Cn1cccc1C(=O)NNC(=O)COc1ccccc1F | -0.4 | -9 | i | 1 | -2 | -1 | 0.9 | -0.8 | 10 | 4
CCN(CC)CCN1C(=O)c2oc3ccccc3c(=O)c2C1c1ccc(F)cc1 (stereo unspecified) | -2.3 | -6 | -1.5 | 1 | 31 | -4 | x | 1.6 | -7 | 2
CCC(=O)NCc1ccc(-c2nc3ncccc3o2)cc1 | 0.3 | -5 | i | -2 | 8 | 7 | -3.3 | -0.4 | -11 | -4
COc1cccc(-c2ccc(NC(=O)C3CCCN(Cc4cc(C)[nH]n4)C3)cc2)c1 (stereo unspecified) | -2.5 | 19 | -0.2 | 4 | 10 | -2 | 1.4 | 12 | -1 | 1
C=CCN1C(=O)/C(=C\c2ccco2)C(C(=O)OC)=C1C | 0.4 | 17 | i | -5 | 2 | 0 | 0.5 | 1.2 | 7 | -5
COc1ccc(NC(=O)c2cc(C3CCCCN3C(=O)c3ccc(Cl)cc3)on2)c(C)c1 (stereo unspecified) | 0.0 | 5 | -0.8 | x | x | 0 | -0.5 | x | x | 4
Cc1cccc(OCC(=O)NNC(=O)c2cccs2)c1 | -1.4 | 13 | 0.3 | 3 | 21 | 0 | 1.8 | -1.7 | -3 | 8
COc1ccc(C2CC(c3ccccc3Br)=NN2c2ccc(S(N)(=O)=O)cc2)cc1 (stereo unspecified) | -0.1 | -38 | i | x | x | -10 | 0.6 | 0.7 | -16 | 37
Cc1cccc(CC(C)NC(=O)c2oc3c(F)cccc3c2C)n1 (stereo unspecified) | 6.0 | 13 | -0.4 | 6 | 4 | -4 | 1.0 | -1.2 | -8 | 5
CCOc1ccc(NC(=O)Nc2cc(OCC(F)(F)F)cc(OCC(F)(F)F)c2)cc1 | 0.1 | 12 | 0.0 | 2 | 21 | 1 | 1.4 | 0.9 | 1 | 5
COc1cc(/C=C/C(=O)OCC(=O)Nc2ccc(C)cc2[N+](=O)[O-])ccc1O | -0.9 | -4 | 1.7 | -6 | 13 | -8 | 0.2 | 0.3 | 0 | -1
O=C(c1cccs1)N1CCN(Cc2nc3ccccc3c(=O)[nH]2)CC1 | 0.3 | 6 | 0.3 | 2 | -4 | 2 | x | -0.9 | -3 | -4
CCOC(=O)CC(NC(=O)c1cccc2c1C(=O)N(Cc1cccnc1)C2)c1ccc(OC(C)C)cc1 (stereo unspecified) | 0.0 | -7 | i | 2 | -21 | 1 | 1.3 | -0.5 | -2 | 20
CCOc1ccc(N/C=C/C(=O)c2cc(OC)c(OC)c(OC)c2)cc1 | -1.4 | -4 | 0.3 | -5 | 8 | 4 | -0.3 | 0.0 | -24 | 3
O=C(Cc1ccc(Cl)cc1)N/N=C/c1ccccc1 | -0.7 | -6 | i | -5 | 13 | 0 | 0.5 | 0.3 | x | -2
O=C1/C(=C\c2ccco2)CCC/C1=C\c1ccco1 | 18 | 13 | -0.4 | -2 | -12 | -2 | -1.2 | 0.2 | -3 | 17
FC(F)(F)c1cccc(Cc2noc(CN3CCCC3)n2)c1 | -0.6 | 13 | -0.4 | -2 | 13 | -6 | 0.0 | -1.3 | -16 | 4
CN(CC(=O)Nc1ccc(Cl)cc1)C(=O)CNC(=O)c1ccc2c(c1)OCO2 | 2.7 | -1 | i | x | x | -1 | 0.7 | 0.9 | 7 | 1
C=CCn1c(CCNC(=O)c2ccco2)nc2ccccc21 | -4.7 | -11 | -0.2 | 1 | 7 | 1 | 0.1 | -1.3 | 10 | -5
O=C1c2ccccc2C(=O)N1CC(O)COCc1ccccc1 (stereo unspecified) | -1.5 | 3 | -0.4 | -3 | 30 | -6 | x | -0.7 | 0 | 1
C/C(=N\NC(=O)COc1ccc(C(C)(C)C)cc1)c1cc2ccccc2o1 | -0.2 | -8 | -0.8 | 2 | -1 | 1 | 1.2 | 0.3 | x | 36
O=C(Nc1ccccc1)c1ccc(Br)c(S(=O)(=O)Nc2cccnc2)c1 | 0.4 | 10 | i | 7 | 8 | 1 | x | 0.9 | -8 | 0
COc1ccccc1N(Cc1ccccc1)S(=O)(=O)c1cccc(C(=O)Nc2cccc(C)n2)c1 | -2.3 | 5 | i | 3 | -9 | -2 | 3.4 | 2.6 | -8 | 11
CC1(C)Cc2cccc(OCC(=O)Nc3nccs3)c2O1 | 0.6 | 1 | -0.2 | -4 | -2 | -2 | x | -0.5 | -3 | 2
CCOC(=O)COc1ccc2c(C#N)c3ccccn3c2c1 | 0.0 | -14 | -0.1 | 3 | 31 | 4 | 0.0 | -0.6 | -13 | 1
O=C(COc1ccc2ccccc2c1)N1CCN(Cc2ccncc2)CC1 | 0.5 | 8 | i | 6 | 12 | 0 | x | -1.8 | -10 | 3
COc1cccc(-c2ccc(C#N)c(SCC(=O)NCc3ccco3)n2)c1 | -1.1 | 8 | -0.3 | 2 | 4 | -2 | 1.5 | -0.5 | -11 | 1
CCN(CC)CCC(=O)N1c2ccccc2CCc2ccc(NC(=O)OC)cc21 | -1.4 | 6 | -4.1 | 1 | -6 | -4 | 0.7 | 0.9 | 6 | -3
COc1cccc(-n2c(/C=C/c3ccc(O)c(O)c3)nc3ccccc3c2=O)c1 | -0.1 | 7 | i | 6 | 10 | -2 | -0.6 | 1.5 | -7 | -6
CC(C)c1nc(N2CCN(C(=O)c3ccccc3)CC2)c(C#N)c2c1COC(C)(C)C2 | 0.6 | 14 | i | 6 | -1 | -2 | x | 1.5 | 25 | 14
NS(=O)(=O)c1ccc(NC(=S)Nc2ccn(Cc3cccc4ccccc34)n2)cc1 | -1.8 | 0 | -0.2 | 0 | 16 | 6 | 1.5 | -1.4 | -19 | 3
CCOc1ccc(-n2ccc(=O)c(C(=O)O)n2)cc1 | 3.8 | -9 | i | 4 | 2 | -10 | 0.3 | -0.7 | -3 | 4
O=C(c1cc(-c2ccccc2)nc2ccccc12)N1CCc2ccccc2C1 | -0.3 | -14 | -3.3 | 7 | 24 | -4 | 1.3 | -1.2 | -32 | 22
COc1ccc(C2Nc3ccccc3C(=O)N2Cc2ccco2)cc1COc1ccc([N+](=O)[O-])cc1 (stereo unspecified) | -0.6 | 9 | 3.1 | -2 | -19 | -3 | x | 0.1 | 16 | 1
C=CCN1C(=O)c2ccccc2C1(O)Cc1ccccc1 (stereo unspecified) | -0.8 | -5 | i | 2 | 14 | -16 | 0.7 | -0.9 | -2 | 5
COc1cc(Cl)cc(C2NC(=O)NC(C)=C2C(=O)NCc2ccccc2)c1O (stereo unspecified) | 0.9 | -8 | i | 1 | -1 | 8 | x | -0.2 | -7 | -2
Cc1cccc(NC(=O)c2ccc(NC(=O)CC3SC(N4CCCC4)=NC3=O)cc2)n1 (stereo unspecified) | -1.0 | 2 | i | x | x | -5 | 1.4 | -2.0 | -6 | 15

Rewritten as labelled records: two of the compounds above
> C/C(=N\NC(=O)COc1ccc(C(C)(C)C)cc1)c1cc2ccccc2o1
- BoNT A protease: -0.2
- CCHFV vOTU inh: -8
- Vc quorum ag: -0.8
- 3CLpro inhibitor: 2
- VHR inh abs: -1
- Anthrax LF inh2: 1
- TcdB GH inh: 1.2
- PfHsp40 yeast: 0.3
- PriA SSB inh: x
- Y pestis TopoI: 36

> COc1ccccc1N(Cc1ccccc1)S(=O)(=O)c1cccc(C(=O)Nc2cccc(C)n2)c1
- BoNT A protease: -2.3
- CCHFV vOTU inh: 5
- Vc quorum ag: i
- 3CLpro inhibitor: 3
- VHR inh abs: -9
- Anthrax LF inh2: -2
- TcdB GH inh: 3.4
- PfHsp40 yeast: 2.6
- PriA SSB inh: -8
- Y pestis TopoI: 11

Bioassay records from PubChem BioAssay.

This is a subset. The share of hits here may be higher or lower than overall.
